# JMJD2A Tudor: qHTS Assay for Inhibitors of JMJD2A-Tudor Domain; Lysine-specific demethylase 4A (Homo sapiens), O75164; AlphaScreen JMJD2A-Tudor / H3K4me3 peptide binding; Potency, µM (top dose mostly 114 µM), for inactives: at the highest dose activity change, negative = inhibition, usual class: inhibitors; 390,000 tested, 4.4% active; AID 504339, 2011; also: % is scaled to controls: 0 for no effect and ±100 for the full control effect; nearly all actives have a fitted effect of over 50% in size
# TrxR1 inh: qHTS Assay for Inhibitors of Mammalian Selenoprotein Thioredoxin Reductase 1 (TrxR1): qHTS; Thioredoxin reductase 1, cytoplasmic (Rattus norvegicus), O89049; 390,000 tested, 1% active; recombinant rTrxR1, NADPH fluorescence consumption, selenite substrate; Potency, µM (series often up to 114 µM), inactives show at the highest dose activity change, negative = inhibition, actives largely listed as inhibitors; also: % is scaled to controls: 0 for no effect and ±100 for the full control effect; nearly all actives have a fitted effect of over 65% in size
#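 Rat TrxR1 (90 nM in the dispensed reagent) was pre-reduced with 400 uM NADPH for 5 min at room temperature, then incubated with compound for 15 min. After 400 uM selenite was added, NADPH fluorescence (Ex 340/Em 450 nm) was followed for 8 min.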
# Pin1 inhibitor: qHTS Assay to Find Inhibitors of Pin1; Potency, µM (titrated, usually from 115 µM), for inactives: at the top dose activity, negative = inhibition, usual class: inhibitors; Pin1 FP peptide displacement, HiFluor488, 10 min; 390,000 tested, 0.009% active; Peptidyl-prolyl cis-trans isomerase NIMA-interacting 1 (Homo sapiens), Q13526; active = well fitted inhibition curve with a large enough effect in the polarisation, with a control signal flat, not every such curve was filed as active; inconclusive = small, poorly fitted or top-dose-only effect, or effect the other way, or a change in a side signal; inactive = no such curve, though single readings can be large or run the other way; the % refers to the polarisation; also: % is scaled to controls: 0 for no effect and ±100 for the full control effect
# Target sequence (Q13526 whole entry, looked up): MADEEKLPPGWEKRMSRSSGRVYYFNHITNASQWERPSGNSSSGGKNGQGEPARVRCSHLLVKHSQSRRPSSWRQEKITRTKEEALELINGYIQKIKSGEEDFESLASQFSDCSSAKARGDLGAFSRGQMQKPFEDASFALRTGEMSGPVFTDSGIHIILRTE
# ERG Ets-DNA blk: qHTS for Small Molecule Inhibitors of the ERG Ets/DNA interaction; fluorescence polarization, His-ERG Ets domain / labelled DNA; Potency, µM (highest dose often 76.9 µM), inactives show top-dose FP activity, negative = inhibition, hits mostly inhibitors; 370,000 tested, 0.028% active; Transcriptional regulator ERG (Homo sapiens), P11308; active = well fitted inhibition curve with a large enough effect in the polarisation, with a control signal flat; inconclusive = small, poorly fitted or top-dose-only effect, or effect the other way, or a change in a side signal; inactive = no such curve, though single readings can be large or run the other way; the % refers to the polarisation;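 also: polarization taken with two DNA probes labelled with fluorescein and Texas red; % of control where 0% means no effect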
#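 His-tagged ERG Ets domain (1 uM in the protein solution; 300mM KCl, 50mM Tris-HCl, 1mM EDTA, 1mM DTT, pH 7.5) received compound, then a probe mix of 5 nM fluorescein-DNA and 100nM Texas-615-DNA. Fluorescence polarization was read for both dyes.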
# GLS inh: qHTS for Inhibitors of Glutaminase (GLS) | Potency, µM (doses to about 45.5 µM), for the others: at the top dose activity change, negative = inhibition, hits mostly inhibitors | 410,000 tested, 0.21% active | Glutaminase kidney isoform, mitochondrial (Homo sapiens), O94925 | AID 624170, 2012 | GLS enzymatic activity, qHTS titration; also: % is scaled to controls: 0 for no effect and ±100 for the full control effect
# Target sequence (O94925 whole entry, looked up, canonical isoform): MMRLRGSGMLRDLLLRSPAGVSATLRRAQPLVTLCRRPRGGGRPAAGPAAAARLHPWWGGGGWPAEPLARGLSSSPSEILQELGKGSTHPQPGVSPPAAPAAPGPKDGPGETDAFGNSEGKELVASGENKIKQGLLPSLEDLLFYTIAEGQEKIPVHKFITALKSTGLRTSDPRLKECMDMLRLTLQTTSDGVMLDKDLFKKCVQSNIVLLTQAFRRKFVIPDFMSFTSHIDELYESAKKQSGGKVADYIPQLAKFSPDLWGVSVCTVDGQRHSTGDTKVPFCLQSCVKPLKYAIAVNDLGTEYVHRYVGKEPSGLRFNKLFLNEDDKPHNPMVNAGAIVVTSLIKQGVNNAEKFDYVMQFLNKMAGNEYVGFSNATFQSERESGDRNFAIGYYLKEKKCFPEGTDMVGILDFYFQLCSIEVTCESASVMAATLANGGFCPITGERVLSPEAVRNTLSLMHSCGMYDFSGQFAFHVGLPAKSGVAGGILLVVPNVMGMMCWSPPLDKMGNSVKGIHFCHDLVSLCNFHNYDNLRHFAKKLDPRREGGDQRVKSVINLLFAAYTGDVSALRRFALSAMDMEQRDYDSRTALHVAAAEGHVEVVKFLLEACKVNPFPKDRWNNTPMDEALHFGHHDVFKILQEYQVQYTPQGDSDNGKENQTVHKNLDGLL
#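 Glutamate formation by hKGA was monitored fluorometrically using coupled glutamate oxidase, HRP and Amplex Red. Substrate was added as 1 mM L-glutamine solution; incubation was 30 min at RT after an initial read.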
# ALOX12 inh: Primary qHTS assay for inhibitors of human arachidonate 12S-lipoxygenase (ALOX12): Round 2; Polyunsaturated fatty acid lipoxygenase ALOX12 (Homo sapiens), P18054; purified 12hLO, xylenol orange hydroperoxide absorbance; Potency, µM (top dose mostly 108 µM), inactives show top-dose activity change, negative = inhibition, most hits filed as inhibitors; 580,000 tested, 1.1% active; AID 1671190, 2021; also: % is scaled to controls: 0 for no effect and ±100 for the full control effect
#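 Purified human 12hLO (150 nM final) in 25 mM Hepes, 0.01% Triton X-100, pH 7.0 was preincubated 15 min at room temperature with compound. Then 40 uM arachidonic acid was added, 30 min. Hydroperoxide was read by Fe-XO absorbance ratio 573/405 nm.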
# RGS4 inh: Inhibitors of Regulator of G Protein Signaling (RGS) 4: qHTS | Regulator of G-protein signaling 4 (Homo sapiens), P49798 | Transcreener GDP fluorescence polarization, RGS4-accelerated GTP hydrolysis | Potency, µM (series often up to 114 µM), inactives show top-dose activity change, negative = inhibition, actives largely listed as inhibitors | 390,000 tested, 0.039% active | AID 504845, 2011; also: % is scaled to controls: 0 for no effect and ±100 for the full control effect; nearly all actives have a fitted effect of over 75% in size; some results filed as inactive show a strong effect at the top dose
#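 MLSMR compounds (23 nl, pin-transferred) preincubated 10 min at room temperature with a 500nM (2x) first reagent, then RGS4 at 900nM (2x) plus Transcreener GDP mix added; fluorescence polarization (620/688 nm) read before and after 90 min at 30 °C.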
# Tb PGK inh: qHTS Assay to Find Inhibitors of Phosphoglycerate Kinase; Phosphoglycerate kinase, glycosomal (Trypanosoma brucei brucei), P07378; PGK/GAPDH coupled, Kinase-Glo luminescence, 60 min; Potency, µM (doses to about 57.5 µM), inactives show at the top dose activity change, negative = inhibition, actives largely listed as inhibitors; 380,000 tested, 0.043% active; AID 602233, 2012; also: % is scaled to controls: 0 for no effect and ±100 for the full control effect; nearly all actives have a fitted effect of over 60% in size
#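 Recombinant glycosomal PGK reaction used 1,3-bisphosphoglycerate generated in-well by GAPDH (100nM final) in 100mM TEA pH 7.6, 5mM MgCl2, 0.01% Tween-20. After 60 minutes at room temperature, ATP was read by Kinase-Glo Plus luminescence end-point.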
# HP1b binding inh: HTS for Inhibitors of HP1-beta Chromodomain Interactions with Methylated Histone Tails. AID 540317, 2011. Potency, µM (highest dose often 114 µM), for the others: at the top dose activity change, negative = inhibition, hits mostly inhibitors. AlphaScreen HP1-beta / biotin-H3K9me3 peptide binding. Chromobox protein homolog 1 (Homo sapiens), P83916. 390,000 tested, 0.56% active; also: nearly all actives have a fitted effect of over 70% in size; inactives centre near 23
# Target sequence (P83916 whole entry, looked up): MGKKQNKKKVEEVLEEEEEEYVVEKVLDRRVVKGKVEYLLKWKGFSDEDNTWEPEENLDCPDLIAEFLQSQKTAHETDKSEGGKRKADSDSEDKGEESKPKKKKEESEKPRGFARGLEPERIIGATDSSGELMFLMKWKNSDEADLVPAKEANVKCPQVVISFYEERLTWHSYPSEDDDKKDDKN
#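 Compound inhibition of the preformed complex between 50 nM HP1-beta and 50 nM biotinylated H3K9me3 peptide was read by AlphaScreen. Buffer was PBS pH 7.4 with 0.01% Tween-20. Incubations ran 30 min at room temperature, with 10 ug/mL donor/acceptor beads.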
# The depositor's hits bear a star; i = inactive; ? = inconclusive; . = not tested or not shown; [ ] = another dose, or the depositor's remark. Unless noted, calls follow the shape of the dose curve; as a rule, active = well fitted curve in the direction sought with a large enough effect; inconclusive = small, poorly fitted or top-dose-only effect, or another doubt; inactive = no such curve, though single readings can be large; an effect the other way counts as inactive or inconclusive. Potency is read from the fitted curve at half-maximal effect. Only part of the results is shown, so the mix of outcomes need not match the whole.
# The first two entries (preview)
Molecule	JMJD2A Tudor	TrxR1 inh	Pin1 inhibitor	ERG Ets-DNA blk	GLS inh	ALOX12 inh	RGS4 inh	Tb PGK inh	HP1b binding inh
CC(C)CCn1c(=O)c2ccccc2n2c(CN3CCOCC3)nnc12	-10%	11%	-3%	4%	-4%	-4%	-2%	0%	30%
O=C(c1cc(Cl)ccc1Cl)N1CCN(c2ccccn2)CC1	-6%	-2%	1%	.	8%	1%[57.4 µM]	-14%	-4%	12%

# This part in full (from the top)
Molecule	JMJD2A Tudor	TrxR1 inh	Pin1 inhibitor	ERG Ets-DNA blk	GLS inh	ALOX12 inh	RGS4 inh	Tb PGK inh	HP1b binding inh
CC(C)CCn1c(=O)c2ccccc2n2c(CN3CCOCC3)nnc12	-10%	11%	-3%	4%	-4%	-4%	-2%	0%	30%
O=C(c1cc(Cl)ccc1Cl)N1CCN(c2ccccn2)CC1	-6%	-2%	1%	.	8%	1%[57.4 µM]	-14%	-4%	12%
CC(C)Cc1nnc(NC(=O)c2ccc3c(c2)NC(=O)C(C)S3)s1 (stereo unspecified)	0%	28%[57.1 µM]	1%	-1%	-8%	4%	-15%	i	25%
COCCN(C(=O)CSc1n[nH]c(-c2ccccc2)n1)c1c(N)n(Cc2ccccc2)c(=O)[nH]c1=O	-17%	-10%	?	2%	-1%	2%	32%	0%	3%
CCCCN(C(=O)CSc1nnc2ccccn12)c1c(N)n(Cc2ccccc2)c(=O)[nH]c1=O	-6%	14%[57.1 µM]	1%	-3%	-9%	-14%	0%	-6%	12%
CCCCOC(=O)Cn1c(=O)c2c(nc(Br)n2Cc2ccccc2)n(C)c1=O	0%	30%[57.1 µM]	6%	-7%	-17%	1%	34%	-3%	34%[activator]
CCCOc1ccc(OCCOCCNCc2ccccc2)cc1	18µM*	-13%	4%	2%	5%	?	12%	-2%	?
CCCCCCN1N=C(C)C(C(=O)c2ccc(Cl)cc2)C1=O (stereo unspecified)	?	0%[57.1 µM]	-2%	-4%	19%	?	-26%	1%	3%
[N-]=[N+]=CC(=O)CNC(=O)[C@@H](Cc1ccccc1)N1C(=O)c2ccccc2C1=O	-4%	14%[57.1 µM]	0%	2%	-4%	0%	-7%	-9%	46%[activator]
CC(C(=O)Nc1ccc(S(=O)(=O)N2CCCC2)cc1)N1CCc2ccccc2C1 (stereo unspecified)	-26%	54%[activator]	33%[activator]	0%	2%	288%[activator]	-17%	-3%	11%
COCc1cc(=O)oc2cc(NC(=O)c3ccc(C(C)(C)C)cc3)ccc12	-27%	32%[57.1 µM]	-1%	11%	-6%	.	8%	0%	10%
CCC(=O)N1CCc2cc(S(=O)(=O)NCCC(=O)NC3CCCCCC3)ccc21	-2%	10%	-6%	7%	-4%	1%	8%	-1%	30%
Cc1cc(-c2ccc(C)c(S(=O)(=O)Nc3ccccn3)c2)on1	-11%	7%[57.1 µM]	?	-1%	0%	-21%	9%	4%	19%
Cc1ccc(-c2csc(N(Cc3ccco3)C(=O)c3cccs3)n2)cc1	-17%	10%	11%	-4%	-2%	-3%	-13%	-4%	54%[activator]
COc1ccc(C(OCC(O)CN2CCC(O)CC2)c2ccc(OC)cc2)cc1 (stereo unspecified)	-18%	19%[57.1 µM]	1%	6%	-3%	-29%	-23%	-10%	-2%
CC(=O)c1ccc(NC(=O)c2sc3nc(C)c(C)c(C)c3c2N)cc1	-17%	5%[57.1 µM]	-8%	1%	4%	7%	1%	-9%	27%
CCOC(=O)C1CCN(C(=O)Cc2cccc3ccccc23)CC1	2%	6%	2%	-1%	6%	?	-20%	8%	24%
CCOC(=O)C1=C(O)CSC1=Nc1ccc(Cl)cc1	-9%	23%	3%	14%	.	-9%	33%	i	16%
c1ccc(CCCc2nc(-c3cccnc3)no2)cc1	1%	3%	-2%	4%	2%	11%	8%	i	55%[activator]
Cc1nc2ccc(NC(=O)c3c(-c4ccccc4)noc3C)cc2s1	-6%	18%[57.1 µM]	0%	9%	12%	0%	-33%	i	32%
CN1CCN(C(=O)CSc2cc(=O)n(C)c3ccccc23)CC1	-7%	15%	-6%	6%	3%	-1%	20%[11.4 µM]	-3%	41%[activator]
CCC(=O)c1cc2c(C)cc(=O)oc2c(C)c1OC	-16%	14%	1%	3%	-4%	0%	12%	-7%	12%
O=C(Nc1cc(=O)[nH]c2nc(-c3ccc(Cl)cc3)nn12)c1ccccc1	-7%	0%	2%	2%	4%	.	-34%	-1%	1%
CCN(CC)c1ccc(S(=O)(=O)N2CCOCC2)cc1NC(=O)COC(=O)c1ccco1	-16%	-3%[57.1 µM]	-5%	-1%	-3%	-1%	14%	-3%	20%
Oc1ccc(-c2csc(Nc3ncccn3)n2)c(O)c1	3%	10%[57.1 µM]	-2%	15%	-12%	-11%	-17%	0%	51%[activator]
CCN(CC)C(=O)CSc1nc(-c2ccccc2)ccc1C#N	11%	9%	5%	-1%	5%	-2%	-19%[56.9 µM]	0%	38%[activator]
CCCC(=O)C1=C(O)C(C(=O)OC)C(C)(C)CC1=NC (stereo unspecified)	-2%	-119%	0%	-3%	-2%	14%	16%	-1%	30%
O=C(O)c1ccc2c(c1)C(=O)N(c1cccc(-c3nc4ccccc4s3)c1)C2=O	-34%	-3%[57.1 µM]	?	0%	-13%	-5%	-16%	1%	20%
CCOc1ccc(NC(=O)Cn2c(=O)oc3cc(S(=O)(=O)N4CCC(C)CC4)ccc32)cc1	-17%	-7%	-7%	-1%	5%	?	-3%	-8%	17%
CCN(C(=O)COC(=O)c1cc(=O)[nH]c2ccccc12)C1CCS(=O)(=O)C1 (stereo unspecified)	-6%	29%[57.1 µM]	-11%	3%	1%	-11%	18%[56.9 µM]	0%	44%
COc1ccc(NCc2cccn2-c2nnc(N3CCOCC3)s2)cc1OC	-24%	?	-11%	-2%	5%	6%	-17%	-10%	-2%
O=C(NCCc1ccccc1)c1ccc(NC(=O)c2cccnc2)cc1	-2%	43%[activator]	-7%	-6%	-1%	-1%	-10%	-2%	38%
Cc1ccc(-c2cc(C(F)(F)F)n3ncc(C(=O)NCc4ccco4)c3n2)cc1	?	-6%	4%	-6%	9%	-20%	-48%	-12%	3%
Fc1ccc(N2CCN(Cc3cnc(Oc4ccc(Br)cc4)s3)CC2)cc1	-29%	33%[activator][57.1 µM]	4%	-8%	11%	0%	17%	-2%	7%
CC(C)=CCC[C@](C)(O[C@@H]1O[C@H](CO[C@@H]2OC[C@@H](O)[C@H](O)[C@H]2O)[C@@H](O)[C@H](O)[C@H]1O)C1CC[C@]2(C)C1[C@H](O)CC1[C@@]3(C)CC[C@H](O[C@@H]4O[C@H](CO)[C@@H](O)[C@H](O)[C@H]4O)C(C)(C)C3CC[C@]12C (stereo partly specified)	-16%	3%	1%	1%	-10%	?	-9%	i	46%[activator]
Cc1cc(OCC(=O)NCCc2nc3ccccc3[nH]2)cc(C)c1Cl	-11%	3%	4%	-1%	6%	-22%	-2%	0%	39%
Cc1ccc(S(=O)(=O)N[C@H](C(=O)NCC2CCC(C(=O)O)CC2)C(C)C)cc1 (stereo partly specified)	2%	28%[57.1 µM]	-11%	-3%	-5%	?	0%	-12%	22%
CC(C)CC(NC(=O)C(CO)NC(=O)C1CCC(=O)N1)C(N)=O (stereo unspecified)	9%	11%[57.1 µM]	5%	-7%	-20%	-5%	-10%	i	24%
CCc1noc(-c2ccc(N3CCCCC3)c([N+](=O)[O-])c2)n1	-10%	4%	15%	3%	-1%	-2%	-9%	i	42%[activator]
Cc1ccc(S(=O)(=O)N2CCCCC2)cc1C(=O)OC(C)C(=O)NCC1CCCCC1 (stereo unspecified)	-28%	0%	2%	-2%	14%	-19%	1%	8%	7%
CCn1cc(Br)c(C(=O)Nc2sc3c(c2C(N)=O)CCCC3)n1	-1%	36%	10%	-9%	-7%	.	-6%	-11%	22%
Cc1c(O)c(S(=O)c2ccccc2)c(=O)n(-c2ccccc2)c1-c1ccccc1 (stereo unspecified)	-13%	-6%	5%	8%	5%	?	-4%	4%	32%
CC(C)CC(=O)n1nc(-c2ccco2)nc1NCc1ccc(Cl)cc1	1%	24%	-6%	6%	-10%	-23%	13%	i	19%
O=C(Nc1ccccc1)N1CCSCC1	-16%	-12%	0%	12%	-2%	?	0%	-8%	20%
CCn1c(C)nc2cc(C(=O)NNS(=O)(=O)c3cc(Br)ccc3Br)ccc21	-1%[11.4 µM]	13%	-2%	21%	-25%	-2%	0%[11.4 µM]	-3%	48%[activator]

# Screens deposited in PubChem BioAssay by National Center for Advancing Translational Sciences (NCATS).
